# Dicer processing: inhibitors of Dicer pre-microRNA processing, primary screen, biochemical, cat-ELCCA, chemiluminescence | Endoribonuclease Dicer (Homo sapiens), Q9UPY3 | cat-ELCCA pre-miR-21 Dicer processing; active compounds read high | z-score at 25 µM | 47,000 tested, 6% active | AID 1347074, 2019; in the data active means z-score above about 3, passing the limit was not always enough;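 further: plate controls were vehicle for no effect and no enzyme for full effect; higher signal means more uncleaved substrate so more Dicer inhibition; strong numbers were not always called active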
# Active calls of the source: *; & = joins results of further samples. Not all compounds are listed (hit frequency here may not be typical).
SMILES | Dicer processing
COc1ccc(C2CC(=O)C3=C(C2)NC(C)=C(C#N)C3c2ccc(OC)c(OC)c2)cc1 (configuration not stated) | 0.92
CC(C)(C)c1ccc(NC(=O)N(CCC#N)CCc2ccccn2)cc1 | -1.99
CCN(CCS(=O)(=O)c1ccc(Cl)cc1)S(=O)(=O)c1ccc(Cl)cc1 | -0.13
O=c1c2ccccc2c(-c2cc(C(F)(F)F)cc(C(F)(F)F)c2)nn1CCO | 1.94
CC1=C(C(=O)Nc2cc(C)ccn2)C(c2ccc3c(c2)OCO3)C2=C(CCCC2=O)N1 (configuration not stated) | 1.41
Cc1ccc(C(C)C)c(OCCN2C(=O)C(=O)c3cccc(C)c32)c1 | 2.74
CCOC(=O)C1CCN(C(=O)c2cc(C)nn2C(C)(C)C)CC1 | 0.75
Cc1cc(-c2nnc(C(F)(F)F)o2)ccc1-n1cccc1 | -0.84
CCOC(=O)c1c(NCc2ccccc2)sc(C(=O)c2ccc(Br)cc2)c1N | 0.25
O=C(O)CC(O)CNC(=O)c1ccccc1 (configuration not stated) | -1.98
COc1cccc(C(=O)c2sc3nsc(SCc4ccccc4)c3c2N)c1 | 0.44
Cc1cc(C2CC(=O)Nc3ccccc3S2)c(C)s1 (configuration not stated) | 3.64
NC(N)=N/N=C/c1c(Cl)cccc1Cl | 0.53&-0.6
O=C(CSc1nnc(-c2ccccc2)c(-c2ccccc2)n1)N1CCOCC1 | 0.81
CCCCCCCCCCCCCCCCCCN(CCCCCCCCCCCCCCCCCC)CCCN(CCO)CCO | -1.75
CC1(C)SC(c2ccc(C3NC(C(=O)O)C(C)(C)S3)cc2)NC1C(=O)O (configuration not stated) | -2.37
CCCCCCc1ccc(C(=O)O)cc1 | -1.41
Cc1cc(N(CCO)CCO)n2ncnc2n1 | -0.5
CC(C)(C)c1ccc(-c2cc(NS(=O)(=O)c3ccccc3)n[nH]2)cc1 | -7.12
COC(=O)c1sc(SC)c(-c2ccn(S(=O)(=O)c3ccc(F)cc3F)n2)c1C | -1.3
CCN(CC)CCNc1ccc(CO)c2sc3ccccc3c(=O)c12 | -0.04
CCOC(=O)/C(C#N)=C/c1csc([N+](=O)[O-])c1 | 3.07*
CCOC(=O)N(c1ccccc1)c1ccccc1 | 0.46
NNC(=S)Nc1cccc(Cl)c1 | 2.86
Cn1c2c(c(=O)n(C)c1=O)CN(Cc1c(F)cccc1Cl)CN2 | 0.62
CCCCc1c(O)nc(SCC(=O)NCc2ccco2)[nH]c1=O | 2.2
COc1ccc(C2CC(c3cc(Cl)ccc3O)=NN2)cc1 (configuration not stated) | 5.77*
CCC(=O)N/N=C(\C)c1ccc(Oc2ccccc2)cc1 | -0.46
COc1c(Br)csc1C(=O)O/N=C(\N)c1ccc(C(F)(F)F)cc1 | 0.43
CCCCCCCNC(=O)C(C)CCO (configuration not stated) | -0.24
N#Cc1cnn(C(=O)c2ccc(Cl)cc2)c1C1CC1 | -0.44
OCc1c[nH]c(=S)n1Cc1ccccc1 | 0.18
CCN(CC)C(=O)n1cnc2cc(C)c(C)cc21 | -1.79
CSc1nnc2c(n1)OC(c1ccc(Cl)cc1)N(C(C)=O)c1ccccc1-2 (configuration not stated) | 1.57
CCN(CC)c1ccc(/C=C/c2noc(-c3ccccc3O)n2)cc1 | 0.97
O=S(=O)(Oc1ncccc1C(F)(F)F)c1ccc(C(F)(F)F)cc1 | -0.44
O=C(c1nn2c(c1Cl)NC(c1ccc(Br)cc1)CC2C(F)(F)F)N1CCOCC1 (configuration not stated) | 3.68*
COc1cc(C2Nc3cccc4cccc(c34)N2)ccc1O | 3.64*
Cc1cc2cc(N(C(=O)c3ccncc3)S(=O)(=O)c3cc(C)c(C)cc3C)ccc2o1 | -0.81
CC1=C(C#N)C(c2ccccc2OC(C)C)C2=C(CC(c3ccccc3)CC2=O)N1 (configuration not stated) | 1.63
CCCc1nn2c(=O)c(NC(=O)c3ccc(F)cc3)cnc2s1 | -0.23
COc1ccc(C2C(=O)c3ccccc3C2=O)cc1OC | 1.35
CCCC12CN3CC(CCC)(CN(C1)C3c1cc(Br)ccc1O)C2=O (configuration not stated) | 2.82
Cc1cc(C(=O)NNC(=O)Cc2ccccc2F)nn1C(C)(C)C | -0.1
CN(C)c1ccc(-c2nc3n(n2)C(c2ccc(Cl)cc2)C2=C(CC(C)(C)CC2=O)N3)cc1 (configuration not stated) | 3.58*
CCOC(=O)/C(C#N)=C/Nc1nc2ccc(C(=O)OCC)cc2s1 | 1.28
O=C(CSc1ncnc2c1sc1nc(N3CCOCC3)c3c(c12)CCCC3)N1CCCCC1 | -0.18
CSc1nc(N)n2nc(C(C)(C)C)cc2n1 | -1.72
CS(=O)(=O)N1N=C(c2c(-c3ccccc3)c3cc(Cl)ccc3[nH]c2=O)CC1c1ccccc1F (configuration not stated) | 2.02
CCOC(=O)C1=C(C)NC2=C(C(=O)c3ccccc32)C1c1cc(Br)c(OC)c(OC)c1 (configuration not stated) | 1.14
O=C(c1ccc(COc2ccccc2Cl)o1)N1CCCC1 | 0.34
Cc1cc(C(C)(C)C)c(O)c(C)c1CC1=NCCN1 | -0.7
Cc1cc(-c2nc(C)c(C(=O)NNC(=O)Nc3ccc(Cl)cc3Cl)s2)no1 | 3.11*
Cc1noc(/C=C/c2ccc3c(c2)OCO3)c1[N+](=O)[O-] | -0.33
CC(C)(C)c1nc(N=C(N)N)sc1Br | -2.94
Cc1nc2ccc(NC(=O)C(Cl)Cl)cc2o1 | -1.98
Cc1oc(-c2ccc(F)cc2)cc1-c1nn2c(-c3ccoc3C)nnc2s1 | 2.8
COc1ccc(NC(=O)Nc2c(SC)nsc2SC)cc1 | 4.05*
COC(=O)C(CC(C)C)NS(=O)(=O)c1ccc(-c2nnc(SC)n2C)s1 (configuration not stated) | 0.57
CC1CCc2c(sc3nnn(CC(=O)OCc4ccccc4)c(=O)c23)C1 (configuration not stated) | 0.76

# The list goes on.
SMILES | Dicer processing
Clc1ccccc1CSc1cc(-c2ccccc2)nc2ncnn12 | -2.61
Cn1c(NCCCO)nc2c1c(=O)n(Cc1ccc(Cl)cc1)c(=O)n2C | 2.37
CCOC(=O)N1CCC(NS(=O)(=O)c2cccs2)CC1 | -0.54
Cc1ccc(C2OC3(C(=O)c4ccccc4C3=O)C3C(=O)N(C4CCCCC4)C(=O)C23)cc1 (configuration not stated) | -4.2
CCC(C)NC(=O)c1nn2c(c1Cl)NC(c1ccc(Cl)cc1)CC2C(F)(F)F (configuration not stated) | 4.94*
Cc1nc(-c2ccccn2)nc(N2CCN(c3ncnc4scc(-c5ccccc5)c34)CC2)c1Cl | -0.14
CCc1nn(C)c2c(=O)c(=O)c2n(C)[nH]1 | -1.23
Cc1c(CN2CCCCC2C)c(=O)n(-c2ccccc2)n1C (configuration not stated) | -1.25
CCOC(=O)N/N=C/c1ccccc1O | -0.19
CC(C)S(=O)(=O)c1csc(NC(=O)Nc2cc(Cl)ccc2Cl)c1Cl | 5.35*
CN(C)c1ccc(C2(c3ccc(N(C)C)cc3)OC(=O)c3ccccc32)cc1 | 0.26
NC(=O)c1cc(-c2ccccc2)nc2ccc(Br)cc12 | 0.5
O=C(CSc1nnc2scc(-c3ccc(Cl)cc3)n12)Nc1nc(-c2ccccc2)ns1 | 1.7
CCOC(=O)CN1C(=O)c2ccc3c4c(ccc(c24)C1=O)C(=O)N(CC(=O)OCC)C3=O | -1.04
O=C1N(Cc2ccc3c(c2)OCO3)c2ccccc2C1(O)c1c[nH]c2ccccc12 (configuration not stated) | 2.38
O=C(Oc1ccc2c(=O)ccoc2c1)c1ccc(Cl)cc1Cl | 2.12
COc1ccc(S(=O)(=O)NC(C)(C)CO)cc1-c1nnc2c3ccccc3c(C)nn12 | 0.35
CCOC(=O)CSc1nc2c(c(=O)[nH]1)C(c1ccc([N+](=O)[O-])cc1)C1=C(CC(C)(C)CC1=O)N2 (configuration not stated) | -0.25
COc1ccc(CN2CCN(Cc3cc(Br)ccc3OC)CC2)cc1 | 0.33
Cc1ccc(C(O)COC2=NCNc3cc(Cl)ccc32)cc1 (configuration not stated) | -1.38
CC(=O)/C(=C\N(C)C)SCc1ccccc1C | -1.26
Cc1cc(C)n(S(=O)(=O)c2ccccc2)n1 | 2.82
CCOc1ccc(/C(O)=C2/C(=O)C(=O)N(CCOC)C23C(=O)N(C)c2ccccc23)cc1 (configuration not stated) | 4.07*
COc1ccc(CCN2C(=O)CCC(C(=O)O)C2c2cc(OC)c(OC)c(OC)c2)cc1OC (configuration not stated) | 0.49
CC1(C)CC(=O)C(C=Nc2cc(C(F)(F)F)cc(C(F)(F)F)c2)=C(O)C1 | -2.23
CCOC(=O)NNC(=S)Nc1ccccc1Cl | -0.07
Cc1cc(=O)[nH]c(NC(=O)C(C)(C)C)n1 | 0.06
CCOC(=O)C1CCC(C(=O)OCC)N1C(=O)Nc1ccc(Cl)cc1 (configuration not stated) | 0.85
CC(C)(C)OC(=O)C(C)(C)ONC(=O)Nc1ccc(Cl)cc1 | -0.75
N#Cc1c(-c2ccccc2)c(-c2ccccc2)nn(CC(=O)NN)c1=O | -1.53
CSc1nc(-c2cccnc2)nc(-c2ccccc2)c1C#N | -1.81
O=[N+]([O-])c1ccccc1N1CCOCC1 | -0.27
COc1ccc(Br)cc1C1Nc2ccccc2-c2nnc(SC)nc2O1 (configuration not stated) | 0.68
Nc1ccccc1SCc1cn2cccnc2n1 | 0.27
COc1ccc2cc(S(=O)(=O)N3CCN(C(c4ccccc4)c4ccccc4)CC3)ccc2c1 | 0.57
Nc1c(NCc2ccccc2)c(=O)c1=O | 3.34*
CCCCCCCNC1=CC(=O)CC(c2ccco2)C1 (configuration not stated) | 0.69
C=CCOc1ccc(C2c3c(oc4ccc(C)cc4c3=O)C(=O)N2CCCN2CCOCC2)cc1 (configuration not stated) | 1.61
Cn1c(NCCO)nc2c1c(=O)n(Cc1ccccc1)c(=O)n2C | -1.52
CC(C)(C)c1ccc(C2=NNC(SCC(=O)c3ccc(Cl)cc3)=NN2)cc1 | -0.55
Cc1cc(C)n(-c2nc(-c3ccccc3)nc3c2COC(C)(C)C3)n1 | -0.2
O=C(Cn1nnc(N2CCOCC2)n1)c1ccccc1 | 32.6
CC(C)(C)OC(=O)N1CCCN(c2ccc(C(F)(F)F)cc2[N+](=O)[O-])CC1 | -0.85
N#Cc1c(C(F)(F)F)cc(-c2ccc(F)cc2)nc1SCC(=O)O | 0.78
O=C(CCSc1nnc2ccccn12)Nc1ccc(F)cc1 | 0.08
Cc1ccc(S(=O)(=O)NC2=NCN(Cc3ccco3)CN2)cc1 | 0.9
CC(C)S(=O)(=O)c1csc(C(=O)NNS(=O)(=O)c2ccc(F)cc2F)c1-n1cccc1 | -0.64
CCN(CC)C(=O)C1Sc2nnc(-c3ccccc3)n2NC1c1ccc(F)cc1 (configuration not stated) | -0.44
O=C1c2ccccc2C(=O)C1c1ccncc1 | 0.7
COc1ccc(N2CCN(c3oc(COc4ccc(Cl)cc4)nc3C#N)CC2)cc1 | 0.4
NC(N)=N/C(N)=N/c1nc(-c2ccccc2)cs1 | 6.7
COC(=O)c1ccc2c(c1)N(C)S(=O)(=O)c1cnc(SC)nc1-2 | -2.91
O=c1c(F)cn(CC2CC(c3ccccc3)=NO2)c(=O)n1CC1CC(c2ccccc2)=NO1 (configuration not stated) | 0.83
N#CCCN(C(=S)Nc1ccccc1Cl)C1CCCCC1 | -0.01
O=S(=O)(NNc1nccc(-c2cccnc2)n1)c1cccc(C(F)(F)F)c1 | 0.09
Cn1c(=O)c2c(nc(Br)n2Cc2ccc(Cl)cc2)n(C)c1=O | 4.21*
COc1ccc(N2C(=O)C3C(c4ccccc4Cl)OC4(C(=O)c5ccccc5C4=O)C3C2=O)cc1 (configuration not stated) | -0.76
Cc1cc(Cl)ccc1OCc1nc(-c2ccc(-n3cccc3)cc2)no1 | 0.47
CCN(CC)C(=O)C1Sc2nnc(C)n2NC1c1ccc(OC)c(Br)c1 (configuration not stated) | -0.55
N#C/C(=C\Nc1ncccn1)C(=O)c1cccs1 | 0.16

# Remaining list, next part:
SMILES | Dicer processing
CCC(C)OC(=O)C1=C(C)NC2=C(C(=O)CC(c3ccccc3)C2)C1c1cccc(OC)c1OC (configuration not stated) | 0.77
COc1ccccc1C1CC(=O)C2=C(C1)NC(C)=C(C(=O)OCC1CCCO1)C2c1ccccc1F (configuration not stated) | 0.59
COc1ccc(OCC(O)Cn2nc(C)cc2C)cc1 (configuration not stated) | 1.31
CCCCNc1c2c3c(cccc3n(C)c1=O)C(=O)c1ccccc1-2 | -0.02
O=c1cc(-c2ccccc2)oc2c(O)c(O)ccc12 | -0.35
COc1ccc(Cl)cc1N1C(=O)CC(C)(C)CC1=O | -0.68
Clc1ccc(Oc2nc(-c3ccccc3)ns2)cc1 | 0.56
N#Cc1cc2c(nc1S(=O)Cc1ccc(Cl)cc1)CCCC2 (configuration not stated) | 0.89
O=C(CSC1=NCCc2ccccc21)c1ccc(Cl)c(Cl)c1 | -4.99
O=C(N/N=C\c1c(Cl)cccc1Cl)c1nc(CS(=O)(=O)c2ccc(Cl)cc2)no1 | -0.22
COC(=O)C1C(=O)C2=C(CC1C)Nc1ccccc1NC2c1ccc2c(c1)OCO2 (configuration not stated) | -0.56
CC(C)(C)c1cc(C(=O)/C(C#N)=C/Nc2ccccc2)no1 | 1.52

# A different layout for some results above:
COC(=O)C1C(=O)C2=C(CC1C)Nc1ccccc1NC2c1ccc2c(c1)OCO2 (configuration not stated)
  Dicer processing: -0.56
CC(C)(C)c1cc(C(=O)/C(C#N)=C/Nc2ccccc2)no1
  Dicer processing: 1.52
O=c1cc(-c2ccccc2)oc2c(O)c(O)ccc12
  Dicer processing: -0.35
O=C(CSC1=NCCc2ccccc21)c1ccc(Cl)c(Cl)c1
  Dicer processing: -4.99

# Source: PubChem BioAssay
